Assay outcomes (PubChem)
ERp5 block: inhibitors of human ERp5; inhibition, % at 9.99 µM; AID 651711; 350,000 compounds, 0.05% hits; ERp5 insulin aggregation, absorbance 650 nm, 90 min;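 active = mean replicate inhibition above about 25%, with every replicate also reaching it, limit read from the data, passing the limit was not always enough; inconclusive = only one of those two criteria met; inactive = neither criterion met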
Target sequence (Q15084 whole entry, looked up): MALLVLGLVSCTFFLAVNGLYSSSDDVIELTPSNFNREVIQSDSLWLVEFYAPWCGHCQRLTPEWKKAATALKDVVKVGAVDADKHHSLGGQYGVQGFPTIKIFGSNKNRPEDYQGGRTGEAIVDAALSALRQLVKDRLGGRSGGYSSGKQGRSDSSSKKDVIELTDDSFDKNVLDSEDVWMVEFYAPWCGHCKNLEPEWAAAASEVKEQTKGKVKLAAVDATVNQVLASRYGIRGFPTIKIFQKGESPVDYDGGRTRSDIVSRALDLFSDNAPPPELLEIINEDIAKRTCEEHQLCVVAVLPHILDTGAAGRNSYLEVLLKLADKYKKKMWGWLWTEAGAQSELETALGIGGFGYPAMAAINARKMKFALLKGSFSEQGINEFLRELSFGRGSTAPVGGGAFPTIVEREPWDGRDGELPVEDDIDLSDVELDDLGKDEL
Statin myotox sup: suppression of simvastatin myotoxicity; rescue of ATP level, % at 7.49 µM; 330,000 compounds, 0.78% hits; C2C12 myotubes + simvastatin, ATP luminescence, 48 h; scaled: DMSO 0, geranylgeraniol control 100;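 active = mean ATP rescue above about 67%, or every replicate alone reaching that limit, limit read from the data, passing the limit was not always enough; inconclusive = no clear call, values can overlap the other calls; inactive = mean under the limit and some replicate under it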;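 also: myotubes were challenged with 10 µM simvastatin during compound exposure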
SIRT5 block: sirtuin-5 (human) deacylase inhibition; Q9NXA8; Purified SirT5, succinyl-peptide AMC, trypsin-coupled fluorescence; inhibition, % at 15 µM; AID 652115; 330,000 compounds, 1.1% hits; in the data active = inhibition above about 15%; inconclusive = no clear call, values can overlap the other calls
Target sequence (Q9NXA8 whole entry, looked up): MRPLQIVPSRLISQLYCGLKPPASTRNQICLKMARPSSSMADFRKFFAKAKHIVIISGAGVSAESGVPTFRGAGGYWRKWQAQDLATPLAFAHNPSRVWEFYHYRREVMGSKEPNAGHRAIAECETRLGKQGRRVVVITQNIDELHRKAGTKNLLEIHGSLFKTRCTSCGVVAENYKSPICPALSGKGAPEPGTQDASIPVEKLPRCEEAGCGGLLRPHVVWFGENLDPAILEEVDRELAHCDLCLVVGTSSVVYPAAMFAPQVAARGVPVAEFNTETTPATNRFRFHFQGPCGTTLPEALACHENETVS
DENV2 CPE rescue: DENV2-induced cell death inhibition. 350,000 compounds, 1.7% hits. CPE inhibition, % at 9.99 µM. DENV2-infected cells, cytopathic effect rescue, plate reader; in the data active = CPE inhibition above about 20%, passing the limit was not always enough; inconclusive = no clear call, values can overlap the other calls; tested in BHK-21 cells;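 also: 0% = median of neutral control wells and 100% = median of positive control wells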
S100A4 MyoIIA: blocks human S100A4 binding to myosin IIA peptide; P26447; S100A4/TAMRA-MyoIIA peptide fluorescence polarization; inhibition, % at 10.7 µM; 360,000 compounds, 0.14% hits; AID 652163;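 active = mean inhibition of at least 70% across replicates, with every replicate also reaching that level; inconclusive = mean inhibition reaches 70% but some replicates fall short; inactive = mean inhibition below 70%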
Target sequence (P26447 whole entry, looked up): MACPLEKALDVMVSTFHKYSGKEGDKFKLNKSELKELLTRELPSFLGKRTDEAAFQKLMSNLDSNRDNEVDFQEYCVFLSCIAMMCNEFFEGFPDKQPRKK
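Material: human S100A4 monomer with TAMRA-labelled myosin IIA peptide; buffer or medium: HEPES pH 7.2 with CaCl2, KCl, NaCl, DTT, Triton; compound dosing: one concentration per compound; schedule: 5 min incubation before reading; benchmarks: neutral control DMSO, positive control TFP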
E-selectin induc: induces E-selectin expression in human endothelial cells. P16581. HUVEC E-selectin immunofluorescence imaging; normalized: neutral wells 0, TNF-alpha wells 100. activation, % at 7.58 µM. 260,000 compounds, 0.37% hits. AID 686992;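 active = mean E-selectin-positive cell signal at least 10% of the positive control, reached in at least 60% of replicates, without over 20% cell loss; inconclusive = no rule given, readout overlaps actives, possibly toxicity-flagged; inactive = the rest, including those meeting only one limit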;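 also: in these data hits start at about 27%; measured in HUVEC primary endothelial cells; signal is the percent of cells scored E-selectin positive by PE staining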
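Test system: HUVEC | Signal: Immunofluorescence imaging | Read-out: Percent E-selectin-positive cells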
PglD inh: inhibitors of Campylobacter jejuni PglD acetyltransferase; purified PglD enzyme, DTNB colorimetric CoA detection; inhibition, % at 12.5 µM; 360,000 compounds, 0.098% hits; in the data active = inhibition above about 16%, passing the limit was not always enough; inconclusive = no clear call, values can overlap the other calls; also: strong numbers were not always called active
* = called active by the depositor; ? = inconclusive; / = no result given; & = joins results of further samples.

no.	molecule	ERp5 block	Statin myotox sup	SIRT5 block	DENV2 CPE rescue	S100A4 MyoIIA	E-selectin induc	PglD inh
1	CCC(=O)N1CC(=O)N2[C@H](C1)[C@@H](c1ccc(C#CCC(C)C)cc1)[C@@H]2CO	2	/	3	-5	-7	-0.1	/
2	O=C(/C=C/c1ccccc1)NCc1cccnc1	10	/	-4	/	-3	/	/
3	O=S(=O)(c1ccc(F)c(F)c1)N1CCCc2ccccc21	3	7	-3	0	-3	0.1	5
4	C[C@H](CO)N1C[C@H](C)[C@@H](CN(C)C(=O)CN(C)C)Oc2ncc(C#Cc3ccccc3)cc2C1=O	7	-11	-3	?	0	1.0	-1
5	O=C(N[C@@H]1C=C[C@@H](CC(=O)N2CCCCC2)O[C@H]1CO)c1cccc(F)c1	1	2	5	6	?	0.6	1
6	O=[N+]([O-])CC(c1ccc(F)cc1)c1c[nH]c2ccccc12 (stereo not drawn)	2	-16	-3	-5	0	/	3
7	C[C@@H]1CN([C@H](C)CO)S(=O)(=O)c2ccc(-c3ccncc3)cc2O[C@@H]1CN(C)C(=O)CC1CC1	-2	-4	1	-8	-3	-0.2	2
8	CCCCN1C(N)=NC[C@@H]1CCCCN	0	-13	12	1	-1	-0.1	0
9	Cc1ccc2nc(CC(O)(c3ccccc3)c3ccccc3)ccc2c1	-8	-14	0	-8	-5	/	-3
10	Cc1ccc(-c2ccc3c(c2)O[C@@H](CN(C)C(=O)Nc2ccc(F)cc2)[C@@H](C)CN([C@H](C)CO)S3(=O)=O)cc1	-10	-67	4	-10	-2	0.1	2
11	CCCC1Cc2nc(N3CCCCC3)c(C#N)cc2CO1 (stereo not drawn)	-2	/	-9	3	-1	/	-7
12	N#CC(c1ccc(Cl)cc1)c1cccc(Cl)n1 (stereo not drawn)	-7	34	-1	4	29	/	/
13	C[C@H]1CN([C@@H](C)CO)C(=O)Cc2cc(NC(=O)C3CCCCC3)ccc2O[C@@H]1CN(C)C(=O)Nc1cccc2ccccc12	4	-1	-7	-10	-5	1.8	5
14	OCCn1c(-c2ccc3c(c2)OCO3)csc1=Nc1ccccc1	/	16	/	/	/	0.1	-3
15	NC(=O)c1ccc(NC(=O)CN2CCN(c3ccc(Cl)cc3)CC2)cc1	-7	/	-3	-3	27	/	/
16	Cc1noc(C)c1S(=O)(=O)Nc1cccc2c1O[C@H](CN(C)S(=O)(=O)c1ccc(Cl)cc1)[C@H](C)CN([C@H](C)CO)C2=O	-1	-14	-5	10	-22	0.0	4
17	CCc1ccc(C(O)(CNCc2ccccc2)c2ccccc2)cc1 (stereo not drawn)	-1	-6	-4	2	9	2.3	-4
18	CCn1c(C)nc([N+](=O)[O-])c1C(=O)O	1	-3	0	6	-18	/	1
19	O=C(CSc1nc2ccccc2c(=O)n1-c1ccccc1F)NC1CCS(=O)(=O)C1 (stereo not drawn)	1	20	-1	5	12	/	-5
20	COc1ccc(N2CC(C(=O)Nc3ccc(S(=O)(=O)N4CCCCC4)cc3)CC2=O)cc1 (stereo not drawn)	-4	/	1	-4	-1	/	-3
21	Clc1ccccc1OCCN1CCC(Cc2ccccc2)CC1	20	8	-5	-1	19	/	1
22	Cc1ccsc1C(=O)OCc1nc2ccsc2c(=O)[nH]1	2	-3	4	1	-12	/	3
23	CCOCCCNCc1ccc(OCC(=O)N2CCOCC2)c(OC)c1	-4	-3	-6	-2	2	-0.1	5
24	COC(=O)c1ccc(Cn2nc(-c3ccc(C)cc3)ccc2=O)cc1	0	-2	-3	-3	-4	-0.1	-5
25	Cn1c(SCc2ccccc2)nnc1-c1ccc2nonc2c1	3	1	-4	8	-1	0.8	/
26	C[C@H]1CN([C@@H](C)CO)C(=O)c2cccc(NC(=O)NC3CCCCC3)c2O[C@H]1CN(C)S(=O)(=O)c1cccs1	0	-96	9	-4	17	-0.2	-2
27	O=C1CN(C(=O)CN2CCOCC2)C(c2ccccc2)c2cc(Br)ccc2N1 (stereo not drawn)	1	11	4	-2	-3	4.6	1
28	O=S(=O)(c1ccc(-n2cnnn2)cc1)N1CCC(N2CCCCC2)CC1	8	/	-1	-2	0	/	/
29	Cc1noc(C)c1NC(=O)Nc1cccc2c1O[C@@H](CN(C)Cc1ccc(C(F)(F)F)cc1)[C@@H](C)CN([C@@H](C)CO)C2=O	7	-9	0	-6	-5	-8.4	1
30	O=C(c1ccccc1NS(=O)(=O)c1ccc(F)cc1)N1CCCCC1	-1	6	-4	6	7	0.7	2

Entries of single compounds from above. Order of screens: ERp5 block, Statin myotox sup, SIRT5 block, DENV2 CPE rescue, S100A4 MyoIIA, E-selectin induc, PglD inh
O=C(c1ccccc1NS(=O)(=O)c1ccc(F)cc1)N1CCCCC1 is listed as -1, 6, -4, 6, 7, 0.7, 2
O=[N+]([O-])CC(c1ccc(F)cc1)c1c[nH]c2ccccc12 (stereo not drawn) is listed as 2, -16, -3, -5, 0, /, 3
O=C(/C=C/c1ccccc1)NCc1cccnc1 is listed as 10, /, -4, /, -3, /, /
O=C(CSc1nc2ccccc2c(=O)n1-c1ccccc1F)NC1CCS(=O)(=O)C1 (stereo not drawn) is listed as 1, 20, -1, 5, 12, /, -5

(continued)
no.	molecule	ERp5 block	Statin myotox sup	SIRT5 block	DENV2 CPE rescue	S100A4 MyoIIA	E-selectin induc	PglD inh
31	COc1ccc(/C=C/C(=O)N(C)c2ccccc2C(=O)O)cc1	1	/	-2	1	-10	2.4	/
32	COC(=O)c1ccc(COC(=O)CNS(=O)(=O)c2ccccc2)cc1	?	6	-1	6	-3	1.3	6
33	COc1cccc(-n2cnc3sc(C)cc3c2=O)c1	1	-6	-5	/	4	1.2	-3
34	COC(=O)C[C@H]1C=C[C@H](NC(=O)c2ccccc2)[C@@H](CO)O1	1	-7	0	6	9	/	0
35	C[C@H](CO)N1C[C@H](C)[C@H](CN(C)C(=O)Nc2ccc3c(c2)OCO3)Oc2ccc(NS(=O)(=O)c3cccs3)cc2CC1=O	1	13	0	-16	-4	-9.3	0
36	CC[C@H](CO)NCCN[C@H](CC)CO	-3	-1	-2	9	0&36	-0.1	-2&1
37	C[C@@H]1CCCCO[C@@H](CN(C)C(=O)C2CCCCC2)[C@@H](C)CN([C@@H](C)CO)C(=O)c2cc(NS(C)(=O)=O)ccc2O1	2	-12	0	-1	-15	0.0	-3
38	O=C(NNC(=O)c1sccc1-n1cccc1)c1ccc(F)cc1	-3	0	-1	-2	10	/	-1
39	CCn1c(SCC(=O)NCc2cccs2)nnc1-c1cccs1	-2	2	-1	-1	-2	/	/
40	CC1(C(=O)NNC(=S)NCc2ccco2)CC1(Cl)Cl (stereo not drawn)	12	-1	3	-4	4	0.5	/
41	COCCn1c(SCc2ccccc2)nc2c1c(=O)[nH]c(=O)n2C	-1	1	-2	-1	0	-0.4	-2
42	Cc1csc(SCC(=O)NCc2cccc(Cl)c2)n1	-1	/	-6	-5	-3	0.0	/
43	CC12CCC(C(=O)Nc3nc4ccccc4s3)(OC1=O)C2(C)C (stereo not drawn)	3	/	-1	0	14	/	-3
44	Cc1ccc(NC(=O)CSc2nnc(N)s2)cc1S(=O)(=O)N1CCOCC1	0	-6	-2	-9	-18	/	-4
45	O=C(O)CSCC(=O)N1CCN(S(=O)(=O)c2ccccc2)CC1	-1	/	-1	-3	-5	1.9	/
46	COc1cc(C(=O)NCCOc2ccccc2)cc(OC)c1OC	5	-1	-1	17	-2	-0.4	2
47	CCn1c(SCC(=O)NC2CCCC2)nc2c(c1=O)SCC2	-5	17	/	2	17	-0.2	-8
48	COc1ccc2c3c(n(C)c2c1)[C@H](CO)N(C(=O)C1CCCCC1)CC31CN(C(=O)Nc2cccc(F)c2)C1	9	/	2	-5	0	0.2	/
49	CC(C(=O)N1CCN(c2ccccc2)CC1)N1C(=O)C2CC=CCC2C1=O (stereo not drawn)	/	5	/	/	/	-1.8	6
50	COC(=O)c1cccc(C(=O)N2CCC(CO)(CCc3ccccc3)CC2)c1	-2	0	1	-2	-1	/	11
51	O=C(O)[C@@]1(CCS(=O)(=O)c2ccccc2)COC(c2ccc(OCCCO)cc2)=N1	-2	/	-3	11	2	/	-4
52	O=c1c2ccccc2cnn1-c1ccc(Cl)nn1	-11	/	-1	/	8	/	/
53	COc1cccc(C(=O)N/N=C(/CCC(=O)O)c2ccccc2)c1	-2	/	-2	5	-2	-0.5	/
54	CC(=O)Nc1ccc(S(=O)(=O)NNC(=O)c2cccc(Cl)c2)cc1	1	3	1	0	-8	0.2	1
55	C[C@@H]1CN([C@H](C)CO)C(=O)Cc2cc(NC(=O)C3CC3)ccc2O[C@@H]1CN(C)Cc1ccc(Cl)c(Cl)c1	-7	30	3	3	-5	0.0	3
56	CCCC(=O)Nc1ccc2c(c1)C(=O)N(C)C[C@@H](OC)[C@H](C)CN(Cc1cccc(F)c1)[C@H](C)CO2	-5	24	-5	10	2	-0.2	2
57	COC(=O)C1=C(C)NC(=O)NC1c1ccc2c(c1)OCO2 (stereo not drawn)	3	4	1	1	-4	/	3
58	CSc1ccc(CN2CCC(C)(Oc3ccccc3F)C2)cc1 (stereo not drawn)	3	3	/	0	-1	0.0	1
59	CN(C)CCNC(=O)c1ccc(COCC(F)(F)F)cc1	-5	2	-1	-4	-4	/	-3
60	COc1ccccc1NC(=S)N=Nc1c(O)[nH]c2ccc(Br)cc12	-4	-25	3	-4	-2	/	1

(more compounds)
no.	molecule	ERp5 block	Statin myotox sup	SIRT5 block	DENV2 CPE rescue	S100A4 MyoIIA	E-selectin induc	PglD inh
61	CCCSc1cc(Cl)nc(N)n1	-1	13	-4	3	6	4.5	-1
62	CN1CCCCC(NC(=O)c2ccc(C#N)cc2)C1=O (stereo not drawn)	2	/	/	18	0	0.1	/
63	Cc1ccccc1NC(=O)C1CCCN(C(=O)Nc2ccc(F)cc2)C1 (stereo not drawn)	3	-3	2	-5	-43	0.0	3
64	CCN1CCN(c2cc(C)c3cc(NC(=O)c4cc(OC)cc(OC)c4)ccc3n2)CC1	-4	-24	-1	3	3	/	3
65	C=CCn1c(=NC(=O)C2COc3ccccc3O2)sc2cccc(OC)c21 (stereo not drawn)	6	/	2	9	-12	/	/
66	COc1cc(OC)c(C2=NOC(C(=O)N3CCc4ccccc4C3)C2)cc1Cl (stereo not drawn)	0	2	2	-4	1	/	0
67	C[C@H](CO)N1C[C@H](C)[C@@H](CN(C)C(=O)Nc2ccccc2)OCc2cnnn2CCCC1=O	0&0	2&-2	-1&-3	4&8	1&-23	-0.1	0&-3
68	CCOC(=O)c1ccc(S(=O)(=O)N2CCC(C(=O)Nc3nnc(C)o3)CC2)cc1	-6	2	-1	6	5	1.9	2
69	O=C(NCc1ccc(S(=O)(=O)NC2CCCCC2)s1)c1ccccc1	1	3	0	-2	-2	4.2	/

The list is partial; the hit share may differ from the screen's.
